AmpC inh det: AmpC beta-lactamase inhibition, detergent assay. P00811. purified AmpC, nitrocefin hydrolysis with detergent. Potency, µM (top dose mostly 28.7 µM), for inactives: top-dose activity change, negative = inhibition. actives 0.09% (n = 71,000). AID 584; active = well fitted curve in the direction sought with a large enough effect
Target sequence (P00811 whole entry, looked up): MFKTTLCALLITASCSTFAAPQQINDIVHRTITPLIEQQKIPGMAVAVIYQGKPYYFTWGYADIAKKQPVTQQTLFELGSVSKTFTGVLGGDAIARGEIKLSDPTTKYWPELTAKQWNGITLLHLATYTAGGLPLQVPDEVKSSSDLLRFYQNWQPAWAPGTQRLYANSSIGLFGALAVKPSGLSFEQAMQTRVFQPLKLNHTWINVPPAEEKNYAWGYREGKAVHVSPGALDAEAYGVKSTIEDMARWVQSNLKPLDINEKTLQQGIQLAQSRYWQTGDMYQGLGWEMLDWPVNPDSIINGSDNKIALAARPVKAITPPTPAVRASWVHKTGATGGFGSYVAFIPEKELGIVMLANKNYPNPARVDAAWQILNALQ
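E. coli AmpC (5.3 nM) in 20 mM phosphate pH 7.0 with 0.01% Triton X-100, preincubated 15 min RT with compound; nitrocefin (2 uL of 800 uM stock) hydrolysis followed by 480 nm absorbance every 20 s over 4 min.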
An asterisk follows results filed as active; [ ] = remark or other dose. % is scaled to controls: 0 for no effect and ±100 for the full control effect; potency is read from the fitted curve at half-maximal effect.

Structure | AmpC inh det
Cc1cc(C)n(-c2nc(C)nc(NCc3ccccc3)n2)n1 | 6.9%
Clc1ccc(Cc2noc(Cc3ccccc3)n2)cc1Cl | -1.1%
COc1ccc(N2CCn3c2nc2c3c(=O)n(CCCc3ccccc3)c(=O)n2C)c(OC)c1 | 12.8%
Cc1onc(-c2ccccc2Cl)c1C(=O)Nc1cccc2nsnc12 | -0.3%
O=C(NCc1ccccn1)c1cc2ccccc2oc1=O | -3.1%
Cc1cccc(CS(=O)(=O)Cc2ccc(C(=O)NCc3cccnc3)o2)c1 | -0.5%
COC(=O)[C@@]1(Cc2ccc(OC)cc2)[C@H]2c3cc(C(=O)N4CCCC4)n(CCc4c[nH]c5ccc(OC)cc45)c3C[C@H]2CN1C(=O)c1ccccc1 | 0.0%
Cc1ccc(-c2cc(C(=O)NCc3ccc4c(c3)OCO4)[nH]n2)c(O)c1C | 2.7%
CCN(c1ccccc1)S(=O)(=O)c1ccc(NCC2COc3ccccc3O2)nc1 (centres undefined) | 1.6%
CC(C)CCNC(=O)NC(=O)COC(=O)C1=COCCO1 | -1.7%
Cc1ccc(C)c(-n2nnnc2SCC(=O)Nc2cccc(-c3nnc4n3CCCCC4)c2)c1 | 4.2%
O=C(NC1CCS(=O)(=O)C1)c1cccc(S(=O)(=O)N2CCCCC2)c1 (centres undefined) | -3.7%
CCc1ccc2[nH]c(=O)c(CN(CCCN3CCOCC3)C(=O)Nc3ccc(Cl)cc3)cc2c1 | 0.7%
CCCc1c(C)c2cc(C)ccc2[nH]c1=O | -3.6%
Cc1ccc2[nH]c(=O)c(CN(CCCN3CCOCC3)C(=O)NC3CCCCC3)cc2c1 | -1.1%
CC1CC(=O)C=C(O)C1C(=O)OC(C)(C)C (centres undefined) | -2.9%
CCOC(=O)N1CCC(NC(=O)c2cc3c(-c4ccc(OC)c(OC)c4)nn(C)c3s2)CC1 | 9.5%
COCCC(=O)N(Cc1ccc2c(c1)OCO2)C(C(=O)NC1CCCCC1)c1ccncc1 (centres undefined) | 5.2%
CCOC(=O)c1sc(NC(=O)CSc2nc3c(cc2C#N)CCCCCC3)c(C#N)c1C | -4.1%
CC(NC(=O)COc1cc(=O)n(C)c2ccccc12)c1ccc2c(c1)OCCO2 (centres undefined) | -6.7%
O=C(NC1CCCC1)c1c[nH]c2ccc(F)cc2c1=O | -2.2%
COc1cccc(C2C(C(=O)c3cc4cccc(OC)c4o3)=C(O)C(=O)N2c2cc(C)on2)c1OC (centres undefined) | -5.1%
CC(C)OCCCNS(=O)(=O)c1ccc2c(c1)OCCO2 | -0.9%
Cc1cccc(N(C)C(=O)c2coc(=O)c3ccccc23)c1 | -1.0%
O=C(Nc1nnc(CC(=O)N2CCCC2)s1)c1cnccn1 | -1.2%
Cc1ccccc1N(CC(=O)Nc1ccc(F)cc1)S(C)(=O)=O | 10.1%
CC(C)(C)c1nn(-c2ccccc2)c2[nH]c(=O)c(CNCc3ccco3)cc12 | -2.4%
CCOC(=O)NCC(C#CCN(CC)CC)N(CC)CC (centres undefined) | -1.0%
CN(Cc1ccccc1)c1nc2c(c(=O)[nH]c(=O)n2C)n1Cc1ccccc1Cl | 9.4%
CC(C)n1c(=O)[nH]c2ccccc21 | -2.2%
CCOc1ccc(N2C(=O)CC(N3CCN(c4ccccc4F)CC3)C2=O)cc1 (centres undefined) | -5.3%
C=CCn1c(SCc2ccc3nonc3c2)nnc1-c1cccs1 | -0.2%
O=C(NCc1ccco1)C1CCCN(S(=O)(=O)c2cccc3cccnc23)C1 (centres undefined) | 12.2%
CCn1c(SCC(=O)Nc2nc3c(s2)CCCC3)nc2c1c(=O)n(C)c(=O)n2C | -2.2%
CCOC(=O)c1ccc(NC(=O)c2c(O)[nH]c(=O)[nH]c2=O)cc1 | -2.6%
CC1(C)CC(=O)C(C(c2ccncc2)C2C(=O)CC(C)(C)CC2=O)C(=O)C1 | -7.7%
COc1ccc(CCn2nnnc2C(CC(C)C)N2CCN(c3ncccn3)CC2)cc1OC (centres undefined) | 12.1%
COCCn1c(=O)c(C)nc2cnc(N3CCOCC3)nc21 | 0.0%
O=C(O)COc1ccc(S(=O)(=O)NCCc2ccccc2)cc1 | 11.5%
Fc1ccccc1N1CCN(Cc2c(F)cccc2F)CC1 | -2.7%
CCC(=O)N1CCN(c2ccccc2NC(=O)Cc2ccccc2)CC1 | -7.6%
O=C1C=C(OCc2ccccc2)CN1 | -4.4%
CC(Nc1cc(=O)n(C)c(=O)n1C)c1ccccc1 (centres undefined) | 0.5%
CCC(c1nnnn1Cc1ccco1)N(CCc1ccccc1)Cc1cc2cccc(C)c2[nH]c1=O (centres undefined) | 2.1%
Cc1ncn(C23CC4CC(CC(O)(C4)C2)C3)n1 | -2.3%
COc1ccc(-c2nc(N)c3ncn([C@H]4O[C@@H](CO)[C@@H](O)[C@@H]4O)c3n2)cc1 | -3.2%[5.75 µM]
CCOC(=O)N1CCN(Cc2nc3c(c(=O)[nH]c(=O)n3C)n2CCCc2ccccc2)CC1 | -0.8%
CCC(=O)Nc1cc(C(=O)N2CCC3(CC2)OCCO3)ccc1S(=O)(=O)c1ccc(C)cc1 | -3.2%
CN(C)P(=NC(=O)COc1ccc(Cl)cc1Cl)(N(C)C)N(C)C | -2.5%
COc1ccc(OC)c(CNC(=O)CCNC(=O)Cn2ccc3ccccc3c2=O)c1 | -6.1%
CC12CN3CC(C)(CN(C1)C3c1cc(Br)ccc1O)C2=O (centres undefined) | 4.9%
O=C(Nc1sc2c(c1C(=O)O)CCCC2)c1cccs1 | -2.2%
O=C(C1CCC(CNS(=O)(=O)c2cccs2)CC1)N1CCCCC1 (centres undefined) | 13.7%
CNC(=O)c1ccc(N(Cc2ccccc2C)S(C)(=O)=O)cc1 | -1.4%
CCN1CCN(Cc2nc(N)nc(Nc3ccc(C)c(C)c3)n2)CC1 | 17.9%
O=C(CN1C(=O)COc2ccccc21)NCCCN1CCN(Cc2ccccc2)CC1 | -1.6%

Other compounds:
Structure | AmpC inh det
O=C(NC1CCCC1)c1ccc(COCC(F)(F)F)o1 | -1.8%
CCOc1ccccc1NC(=O)CN1C(=O)COc2ccc(Cl)cc21 | 13.6%
CS(=O)(=O)Nc1ccc(C(=O)NCCc2ccccc2)cc1 | -2.4%
O=C(Nc1ccc2c(c1)OCO2)c1cnn2cccnc12 | -3.8%
COc1ccc(S(=O)(=O)Nc2cccc(SC)c2)cc1OC | -5.1%
CCN(CC)C(=O)C1CC(=O)N(c2ccc(F)c(Cl)c2)C1 (centres undefined) | -0.1%
O=C(Nc1ccc2c(c1)OCCO2)C1CCN(S(=O)(=O)Cc2ccccc2)CC1 | 10.2%
CN1C(=O)NC(NC(=O)c2cccs2)(C(F)(F)F)C1=O (centres undefined) | -3.0%
O=C1c2ccccc2C(=O)N1CCCOCc1c[nH]c(=O)[nH]c1=O | -5.1%
O=C1OCCC1Sc1nc2ccccc2n1Cc1ccccc1 (centres undefined) | -7.4%
COc1ccc(-c2nc(CN3CCC(C(=O)NC4CCCc5ccccc54)CC3)c(C)o2)cc1OC (centres undefined) | -2.1%
CCOC(=O)C1CCN(C(=O)c2cn(C)c(=O)c3cc(OC)c(OC)cc23)CC1 | -0.3%
CCC1CCCCN1S(=O)(=O)c1ccc(NC(=O)CSc2ncccc2C(=O)O)cc1 (centres undefined) | -1.3%
CCn1ncc(Br)c1C(=O)Nc1nccs1 | -4.2%
Cc1ccc(NC2=Nc3ccccc3CS2)cc1 | 0.1%
O=C(O)c1cccc(Cn2cc(Br)cn2)c1 | -2.5%
CCCn1nnc(NC(=O)COc2ccc(Cl)cc2)n1 | 0.1%
OCCN1CCN(c2nc(N3CCCCC3)nc(N3CCCCC3)n2)CC1 | -0.9%
Cn1c(=O)c(CCc2ccccc2)nc2cnc(N3CCOCC3)nc21 | -0.9%
COc1ccc(C(=O)NCCn2ccc3ccccc32)cc1OC | 7.8%
CCn1c2ccccc2c2cc(NC(=O)N3CCOCC3)ccc21 | -3.1%
COCCn1c(SC(C)C(=O)Nc2ccc3c(c2)OCCO3)nc2ccccc2c1=O (centres undefined) | -0.9%
Cc1ccc2c(c1)N(Cc1ccncc1)C(=O)C(C)O2 (centres undefined) | 0.2%
COc1ccc(N(CC(=O)NCc2cccnc2)S(=O)(=O)c2c(C)nn(C)c2C)cc1 | 4.4%

Look-ups from above:
Under AmpC inh det, COc1ccc(C(=O)NCCn2ccc3ccccc32)cc1OC reads 7.8%
Under AmpC inh det, OCCN1CCN(c2nc(N3CCCCC3)nc(N3CCCCC3)n2)CC1 reads -0.9%

Next part
Structure | AmpC inh det
CN(C(=O)CSc1nc2ccccc2n1CCc1ccccc1)C1CCS(=O)(=O)C1 (centres undefined) | -2.9%
CCOC(=O)N1CCC(N2C(=O)c3ccccc3C2Nc2ccccc2C)CC1 (centres undefined) | -0.9%
Cc1ccccc1N(CC(=O)NCc1ccc2c(c1)OCO2)C(=O)CCC(=O)Nc1ccccn1 | 0.3%
COc1ccccc1-c1nnc(SCC(=O)Nc2cc(C)on2)o1 | -4.3%
Cn1c(=O)n(Cc2ccccc2F)c(=O)c2c1nc1n2CCCN1CCc1ccccc1 | 12.3%
O=C1NC(=O)c2cc(NC(=O)C3CCCCC3)ccc21 | -4.5%
COc1ccc(C(=O)N2CCC3(CCN(C(=O)Nc4ccccc4)CC3)CC2)cc1 | 1.3%
Cc1ccc(-n2c(CNc3ccc(F)cc3)nnc2SCC(=O)NCc2ccco2)cc1 | 8.5%
Cc1nnc(NC(=O)NCN2C(=O)C3C4C=CC(C4)C3C2=O)s1 (centres undefined) | -2.6%
COC(=O)C1CCN(C(=O)COC(=O)CC(NC(N)=O)c2ccc(Cl)cc2)CC1 (centres undefined) | -2.9%
COCCn1c(C)cc(C(=O)COC(=O)C23CC4CC(CC(O)(C4)C2)C3)c1C | -0.8%
O=S(=O)(c1ccccc1)N1CCC2(CCN(Cc3nccs3)CC2)CC1 | -0.5%
COc1ccc(CCC(C(O)C(F)(F)F)S(=O)c2ccccc2)cc1 (centres undefined) | -4.0%
CCN(CC(=O)NCc1ccc(F)cc1)C(=O)C1CCN(C(=O)Nc2ccccc2)CC1 | -1.1%
CCOC(=O)N1CCC(N2Cc3cccc(C(=O)NCc4ccccn4)c3C2=O)CC1 | 11.9%
COCCn1c(=O)c(-c2cccs2)nc2cnc(N3CCN(C)CC3)nc21 | -1.1%

In another format: three of the compounds above
COCCn1c(=O)c(-c2cccs2)nc2cnc(N3CCN(C)CC3)nc21
  AmpC inh det: -1.1%
COc1ccc(CCC(C(O)C(F)(F)F)S(=O)c2ccccc2)cc1 (centres undefined)
  AmpC inh det: -4.0%
CCOC(=O)N1CCC(N2Cc3cccc(C(=O)NCc4ccccn4)c3C2=O)CC1
  AmpC inh det: 11.9%

(more compounds)
Structure | AmpC inh det
CCn1nc(-c2ccccc2)c2nc3ccccc3nc21 | 16.1%
COc1ccc(-n2nnnc2-c2cccnc2)cc1 | 11.0%
O=C(Nc1nc(-c2ccc(S(=O)(=O)N3CCCC3)cc2)cs1)c1cccs1 | -1.3%
CN(C)c1ncc2nc(-c3ccc(Cl)cc3)c(=O)n(CCC#N)c2n1 | -0.4%
COC(=O)C1C(O)=C(C=NCC(C)N=CC2=C(O)C(C(=O)OC)C(C)(C)CC2=O)C(=O)CC1(C)C (centres undefined) | 8.6%
COC(=O)C1=CN(C)C=C(C(=O)OC)C1c1ccsc1 | -0.5%
O=C(CSc1nnc(NC(=O)C2CCC2)s1)NC1CC1 | 10.4%
CN1/C(=N\O)c2cccc3cccc1c23 | -0.7%
COc1ccc(-c2nnc(Nc3nc4c(OC)cccc4s3)o2)c(OC)c1 | 0.5%
CC1CN(C(=O)c2cc3ccccc3oc2=O)CC(C)O1 (centres undefined) | 4.3%
COc1ccc(CNC(=O)C2CCCN2S(=O)(=O)c2ccc(C)cc2)cc1 (centres undefined) | -3.8%
COc1ccc(CCNS(=O)(=O)c2ccc(C3CNC(=O)C3)cc2)cc1OC (centres undefined) | -1.4%
Cc1ccc(N2CC(C(=O)NCc3cccnc3)CC2=O)cc1 (centres undefined) | 0.0%
CC(C)C[C@@H](CC(=O)N[C@@H](CCC(=O)O)CC(=O)O)NC(=O)[C@@H]1CCCC[C@H]1NC(=O)C[C@H](CCCN)NC(=O)C[C@H](Cc1ccccc1)NC(=O)[C@@H]1CCCC[C@H]1N | 16.7%
Cn1c(=O)[nH]c(=O)c2c1nc(N1CCCCCC1)n2CCSc1nc2ccccc2o1 | 12.8%
CC(=O)OC/C=C(\C)CCC=C(C)C | 10.4%

Overlap with the part before: 5 compounds, then new ones.
Structure | AmpC inh det
COc1ccc(CCNS(=O)(=O)c2ccc(C3CNC(=O)C3)cc2)cc1OC (centres undefined) | -1.4%
Cc1ccc(N2CC(C(=O)NCc3cccnc3)CC2=O)cc1 (centres undefined) | 0.0%
CC(C)C[C@@H](CC(=O)N[C@@H](CCC(=O)O)CC(=O)O)NC(=O)[C@@H]1CCCC[C@H]1NC(=O)C[C@H](CCCN)NC(=O)C[C@H](Cc1ccccc1)NC(=O)[C@@H]1CCCC[C@H]1N | 16.7%
Cn1c(=O)[nH]c(=O)c2c1nc(N1CCCCCC1)n2CCSc1nc2ccccc2o1 | 12.8%
CC(=O)OC/C=C(\C)CCC=C(C)C | 10.4%
COC(=O)CNC(=O)C1CCCN1C(=O)CNC(=O)OC(C)(C)C (centres undefined) | -3.1%
CC(C)NC(=O)C1CCCN(S(=O)(=O)c2cccs2)C1 (centres undefined) | 12.2%
O=C1CC(N2CCN(c3ccc(O)cc3)CC2)C(=O)N1Cc1cccs1 (centres undefined) | -3.5%
COC(=O)c1cc2c(cn1)[nH]c1ccccc12 | -0.9%

Sorted by count of non-hydrogen atoms (largest number first): some entries from above
Structure | AmpC inh det
Cn1c(=O)[nH]c(=O)c2c1nc(N1CCCCCC1)n2CCSc1nc2ccccc2o1 | 12.8%
COC(=O)c1cc2c(cn1)[nH]c1ccccc12 | -0.9%
CC(=O)OC/C=C(\C)CCC=C(C)C | 10.4%

Bioassay records as filed in PubChem BioAssay.

This is a subset. The share of hits here may be higher or lower than overall.
